Screening results (PubChem)
VLA-4 antagonist – inhibition of LDV-FITC ligand binding to human VLA-4 integrin; P13612; Jurkat cells, LDV-FITC binding with Mn2+, flow cytometry; 100% = Mn2+-driven binding gain fully reversed; inhibition, % at 10 µM (by protocol); 0.2% of 24,000 active;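 active means inhibition above 50%; inconclusive means compound itself fluorescent, judged against control cell fluorescence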;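 further: 0% = Mn2+ stimulated cells lacking compound and 100% = ligand binding without Mn2+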
Target sequence (P13612 whole entry, looked up): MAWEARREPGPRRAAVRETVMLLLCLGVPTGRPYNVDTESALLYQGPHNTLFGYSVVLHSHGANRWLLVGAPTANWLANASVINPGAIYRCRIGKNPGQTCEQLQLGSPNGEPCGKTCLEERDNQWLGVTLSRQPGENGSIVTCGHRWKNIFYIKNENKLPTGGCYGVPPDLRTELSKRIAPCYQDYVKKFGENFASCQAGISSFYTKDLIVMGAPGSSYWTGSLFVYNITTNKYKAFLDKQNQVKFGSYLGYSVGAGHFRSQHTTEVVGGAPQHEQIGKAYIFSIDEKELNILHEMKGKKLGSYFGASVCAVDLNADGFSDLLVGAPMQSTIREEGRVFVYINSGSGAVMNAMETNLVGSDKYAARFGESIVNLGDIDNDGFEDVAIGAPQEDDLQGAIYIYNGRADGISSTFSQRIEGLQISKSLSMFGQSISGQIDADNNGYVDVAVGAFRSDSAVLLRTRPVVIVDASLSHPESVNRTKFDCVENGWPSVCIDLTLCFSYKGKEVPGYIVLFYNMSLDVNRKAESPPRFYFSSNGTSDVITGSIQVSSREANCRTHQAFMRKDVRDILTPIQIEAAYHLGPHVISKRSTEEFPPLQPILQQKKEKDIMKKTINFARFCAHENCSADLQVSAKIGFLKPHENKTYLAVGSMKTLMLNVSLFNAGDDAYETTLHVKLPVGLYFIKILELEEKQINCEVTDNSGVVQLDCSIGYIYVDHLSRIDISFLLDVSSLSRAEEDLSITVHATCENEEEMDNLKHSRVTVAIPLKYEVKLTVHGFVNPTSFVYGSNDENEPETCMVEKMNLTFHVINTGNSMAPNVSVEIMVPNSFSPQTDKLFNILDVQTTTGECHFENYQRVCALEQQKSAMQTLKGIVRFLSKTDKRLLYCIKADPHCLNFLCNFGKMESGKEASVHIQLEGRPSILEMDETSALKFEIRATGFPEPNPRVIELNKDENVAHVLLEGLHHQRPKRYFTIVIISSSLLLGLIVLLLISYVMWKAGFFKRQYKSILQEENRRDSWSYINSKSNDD
Autofluor Jurkat – autofluorescence counter-screen for VLA-4 integrin assays; Jurkat cells, compound autofluorescence, flow cytometry; hits give high values; 1 = vehicle-only cell background; fluorescence ratio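 (tested at 10 µM compound in the well)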; 0.61% of 24,000 active; AID 576;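 active means fluorescence ratio above 2.44, which is 1 plus 3 SD of all ratios; inconclusive means signal too bright to measure linearly, ratio around 10 or more; inactive means fluorescence ratio below 2.44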;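 further: green fluorescence of cells measured with 488 nm excitation and 530 nm emission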
Prostate diff – promotes differentiation of LNCaP prostate cells; 0.56% of 24,000 active; side scatter shift, % at 10 µM; flow cytometry side scatter, 4 d;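 active means side scatter shift above 30%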;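 further: androgen-responsive LNCaP prostate cancer cells in charcoal-stripped serum medium; percent of cells past a gate set so DMSO wells show 10% shift; higher shift means more granular cells and more differentiation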
VLA-4 allo ag – allosterically activates the human VLA-4 integrin. P13612. Jurkat cells, LDV-FITC binding, flow cytometry. activation, % at 10 µM (by protocol). 24,000 tested, under 10 active. AID 528;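 active means fluorescent ligand binding to cells raised by more than 40% of the manganese-induced maximum; inconclusive means compound's own fluorescence above 85% of the ligand control signal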;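 further: 0% = ligand binding without compound and 100% = manganese-stimulated maximal binding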
* hit, by the source's call; ? = inconclusive.

SMILES | VLA-4 antagonist | Autofluor Jurkat | Prostate diff | VLA-4 allo ag
COCCCNC(=O)CC1Oc2ccccc2NC1=O (configuration not stated) | -10 | 1 | 4 | 1
Cc1ccc(-n2c(=O)c3sccc3n(CC(=O)NCc3ccco3)c2=O)cc1 | -6 | 0.98 | 10 | 2
COc1ccc(S(=O)(=O)Nc2ccc3oc(C)c(C(=O)O)c3c2)cc1 | -9 | 1.1 | 11 | 6
COc1cc2c(cc1OC)C(C(=O)Nc1ccccn1)C(c1cccnc1)N(C)C2=O (configuration not stated) | 17 | 0.97 | 5 | 2
O=C(CCc1ccccc1)Nc1ccncc1 | -14 | 0.95 | 5 | 10
CCOc1ccccc1NC(=O)CSc1nnc(CNC(=O)c2ccco2)o1 | 19 | 1 | 3 | 1
Cc1c(NC(=O)c2cc(-c3ccc4c(c3)OCO4)on2)c(=O)n(-c2ccccc2)n1C | 8 | 1.1 | 1 | -3
Cc1cccc(NS(=O)(=O)c2cccc3cccnc23)n1 | 5 | 1.1 | 4 | 6
CCc1ccc(C2CC(c3ccc(C)cc3)n3nc(N)nc3N2)cc1 (configuration not stated) | -6 | 1 | 7 | 5
CCn1ncc(C2=NOC(C(=O)N3CCN(c4ccccc4)CC3)C2)c1C (configuration not stated) | 7 | 1.1 | 16 | 1
COc1ccc(C(=O)COC(=O)CCn2nnc(-c3cccs3)n2)cc1 | -16 | 1.1 | 1 | 2
CCOc1ccc(Nc2nc(Cc3nnc(SCC(N)=O)o3)cs2)cc1 | -27 | 1 | 15 | 14

The final 2 records of the section before open the next one:
SMILES | VLA-4 antagonist | Autofluor Jurkat | Prostate diff | VLA-4 allo ag
COc1ccc(C(=O)COC(=O)CCn2nnc(-c3cccs3)n2)cc1 | -16 | 1.1 | 1 | 2
CCOc1ccc(Nc2nc(Cc3nnc(SCC(N)=O)o3)cs2)cc1 | -27 | 1 | 15 | 14
CCN(CC)CC(C)CNC(=O)CC(C(=O)N1CCc2ccccc21)n1ccnc1 (configuration not stated) | -20 | 1.2 | 3 | 1
COc1ccc(CCNc2oc(COc3ccccc3Cl)nc2C#N)cc1OC | -14 | 1.1 | 7 | -1
CCc1ccc(NC(=O)c2cc(-c3ccco3)on2)cc1 | -24 | 1.1 | 8 | 7
COC(=O)CSc1nnc(CNC(=O)c2ccc(OC)cc2OC)n1C | 28 | 0.97 | 1 | 3
CN1C2C=C3C(C#N)=C(N)C(C#N)(C#N)[C@@H](c4ccc(Cl)cc4)[C@@H]3C1CC2 (some centres not stated) | ? | 1.2 | 8 | 2
Cn1c(=O)oc2cc(S(=O)(=O)N3CCC(C(=O)N4CC=C(c5ccccc5)CC4)CC3)ccc21 | -9 | 1.1 | 10 | 2
O=C(NCc1ccc2c(c1)OCO2)c1cc(S(=O)(=O)N2CCCCC2)ccc1F | 8 | 1 | 7 | -1
O=C(CN1C(=O)C2(OCCCO2)c2ccccc21)NCCc1ccccc1 | -4 | 0.98 | 11 | -9
COc1cccc(NC(=O)N2CCC(N3CCCCC3)CC2)c1 | -17 | 0.99 | 6 | 4
COc1cccc(C(=O)Nc2ccc(N(C)C)cc2)c1OC | -10 | 0.99 | 14 | 6
O=C(O)C1CCN(C(=O)c2ccccc2C(=O)N2CCC(C(=O)O)CC2)CC1 | -15 | 0.95 | 3 | 1
CC(=O)C1=C(O)C(=O)N(CCN2CCOCC2)C1c1ccc(N(C)C)cc1 (configuration not stated) | -4 | 1.1 | 4 | -5
Cc1ccc(C(=O)CSc2n[nH]c(-c3ccco3)n2)cc1C | -10 | 1.1 | 9 | -8
COc1ccc(/C=N/n2c(SC)nnc2-c2ccccc2)cc1C | 0 | 1.1 | 14 | -2
O=C(c1ccc2nc(N3CCOCC3)sc2c1)N1CCCC1 | -4 | 1 | 5 | -1
CN=Cc1cc(-c2ccccc2)sc1O | -26 | 1.5 | 7 | -6
Cc1onc(-c2ccccc2)c1C(=O)Nc1ccnn1C1CCCCC1 | -22 | 1 | 1 | 4
O=C(O)C1CCCCC1C(=O)NCCc1ccccc1 (configuration not stated) | -12 | 1 | 10 | 1
COc1ccc(C2Sc3nncn3N2Cc2ccc(C#N)cc2)cc1 (configuration not stated) | 7 | 1.1 | 18 | 2
CC1=CC=CC2=NC(=O)CC(C)(C(=O)N(CC(=O)NC(C)C)C3CCCC3)N12 (configuration not stated) | -21 | 1.1 | 1 | 3
COc1ccccc1CNC(=O)C1CCN(c2nc3ccccc3o2)CC1 | 14 | 1 | 16 | 6
CCCn1c(SCC(=O)Nc2nnc(-c3ccccc3)s2)nnc1-c1ccccn1 | -9 | 1.1 | 1 | 0
CCOc1cccc(C2C(C#N)=C(N)Oc3cc(C)n(Cc4ccccn4)c(=O)c32)c1OCC (configuration not stated) | -3 | 1 | 18 | 1
COCC(=O)OCn1nnc2ccccc2c1=O | 22 | 1.1 | 8 | 1

Quoted from above for reference:
SMILES | VLA-4 antagonist | Autofluor Jurkat | Prostate diff | VLA-4 allo ag
COc1ccc(/C=N/n2c(SC)nnc2-c2ccccc2)cc1C | 0 | 1.1 | 14 | -2
O=C(c1ccc2nc(N3CCOCC3)sc2c1)N1CCCC1 | -4 | 1 | 5 | -1
CN=Cc1cc(-c2ccccc2)sc1O | -26 | 1.5 | 7 | -6
Cc1onc(-c2ccccc2)c1C(=O)Nc1ccnn1C1CCCCC1 | -22 | 1 | 1 | 4

Next part.
SMILES | VLA-4 antagonist | Autofluor Jurkat | Prostate diff | VLA-4 allo ag
O=C(NCC1CCCO1)C1CCN(S(=O)(=O)c2cccnc2)CC1 (configuration not stated) | ? | 1.1 | 2 | ?
CCc1ccccc1N1CC23C=CC(O2)C(C(=O)O)C3C1=O (configuration not stated) | -2 | 1 | 10 | 2
CC(C)CNC(=O)c1cccc(Cn2cc(Cl)cn2)c1 | -6 | 0.99 | 14 | 2
O=C(O)CCN1C(=O)c2ccncc2C1=O | -2 | 0.94 | 8 | -3
COc1ccc(NC(=O)C2C(=O)N(CCO)C3(C)CC2c2ccccc2O3)cc1 (configuration not stated) | 15 | 0.99 | 7 | -8
Cc1nn(C)c(C)c1S(=O)(=O)N(CC(=O)NCc1ccco1)c1ccc(C(C)C)cc1 | 10 | 1 | 7 | 3
CCCC(=O)Nc1ccc(OCC(O)CNC(C)C)c(C(C)=O)c1 (configuration not stated) | -8 | 1 | 2 | -1
COCCCNC(=O)C1CCN(S(=O)(=O)N(CC(C)C)CC(C)C)CC1 | 3 | 1 | 8 | 3
CCOc1ccc(-c2nnc(SCC(=O)N3CCN(c4ccccc4)CC3)o2)cc1 | -8 | 0.98 | 7 | 1
CCC(=O)N1CCc2cc(S(=O)(=O)NC(C(=O)Nc3cccc(C)n3)C(C)C)ccc21 (configuration not stated) | 7 | 1.1 | 12 | -3
Cc1ccc(NC(=O)Cn2nnc(C(=O)NCc3ccccc3)c2N)cc1C | 10 | 1.1 | 5 | -6
CC1CC(=O)C2=C(C1)OC(N)=C(C#N)C2c1coc2ccccc2c1=O (configuration not stated) | 4 | 1.1 | 6 | -2
CCOC(=O)N1CCN(C(=O)c2n[nH]c(=O)c3ccccc23)CC1 | 18 | 0.98 | 8 | -9
Cn1nc(C(C)(C)C)cc1C(=O)NCc1ccc(N2CCCC2=O)cc1 | 2 | 1 | 5 | -2
CCCNC(=O)C1CC(=O)N(c2ccc(OCC(=O)Nc3cccc(C)c3C)cc2)C1 (configuration not stated) | -1 | 1 | 13 | 2
CCn1cc(C(=O)NCc2cccs2)c(=O)c2cc(S(=O)(=O)N3CCOCC3)ccc21 | 0 | 1.1 | 7 | 0
CCOC(=O)N1CCN(S(=O)(=O)c2ccc3c(c2)CCN3C(=O)CC)CC1 | -1 | 0.99 | 8 | 0
COc1cccc(N2CCN(CC(=O)NCc3cccs3)CC2)c1 | -12 | 1 | 8 | 0
CCOc1ccc(CCNC(=O)Cc2nn[nH]n2)cc1OCC | -6 | 1 | 5 | 1
Cn1c2c(c3ccccc31)CCSC2=O | 3 | 0.97 | 8 | 3
CC1CCN(S(=O)(=O)N2CCC(C(=O)N3CCC(N(C)CC4CCCO4)CC3)CC2)CC1 (configuration not stated) | 0 | 0.84 | 1 | 3
N#Cc1c(-c2ccco2)nc(SCC(=O)Nc2cccc(Cl)c2)[nH]c1=O | -11 | 0.97 | 10 | 6
COc1cc(C(=O)N(C)c2nnc(-c3cccnc3)s2)cc(OC)c1OC | 16 | 1.1 | 10 | -6
O=C(Nc1ccc2oc(Cc3ccc(Cl)cc3)nc2c1)c1cccnc1 | -2 | 1 | 25 | -8
Cc1cc(C(=O)Nc2sc(C)c(-c3ccc(F)cc3)c2C(N)=O)no1 | -17 | 0.96 | 19 | 6
CN(C)/C=N/c1c(C(=O)NCc2ccccc2)nnn1Cc1ccccc1 | -7 | 1 | 1 | 4
CCc1c(C(=O)NC2CCCCC2)[nH]c(C)c1C(C)=O | ? | 1.4 | 8 | ?
CC(C)Cn1cc(C(=O)N2CCN(c3ccccn3)CC2)c2c3ccccc3n(C)c2c1=O | 5 | 1.1 | 9 | -5
CCCCN(C)S(=O)(=O)c1ccc(C(=O)Nc2nnc(CSC)o2)cc1 | -14 | 1.1 | 16 | 2
CCOC(=O)N1CCN(C(c2cccc(OC)c2)c2sc3nc(C)nn3c2O)CC1 (configuration not stated) | -7 | 0.97 | 6 | -7
CCOc1ccc(OCC)c(NC(=O)CCCN2C(=O)c3cccnc3C2=O)c1 | 5 | 1.1 | 9 | -1
COc1ccc2[nH]c(C)c(CCN3C(=O)C4C5C=CC(C5)C4C3=O)c2c1 (configuration not stated) | 10 | 1.1 | 8 | 2
Cc1ccc2c(c1)-c1c(cnn1CC(=O)Nc1ccccc1N1CCN(C)CC1)CO2 | 1 | 1 | 22 | 1
COc1cccc(-c2nn(C)c3sc(C(=O)Nc4ccc5c(c4)OCCO5)cc23)c1 | ? | 1.2 | 24 | ?
COc1cc2c(cc1NC(=O)CSc1nnc(Cc3cccs3)n1C)oc1ccccc12 | 8 | 1 | 11 | -8
CCC(C)NC(=O)C1(C)CCC(=O)N1Cc1ccccc1OC (configuration not stated) | -18 | 1 | 3 | 2
O=c1[nH]c2cc3c(cc2cc1C(c1nnnn1C1CCCCC1)N1CCSCC1)OCCO3 (configuration not stated) | -16 | 1.1 | 5 | 1
O=C(Nc1ccc2c(c1)OCO2)c1noc2c1CCCCC2 | 7 | 0.87 | 6 | 6
CC1(C)CC(=O)N(CC(=O)O)c2ccccc2S1 | 11 | 1 | 9 | 2
O=C(c1ccco1)N1CCN(c2nc(C(F)(F)F)nc3c2nnn3Cc2ccccc2)CC1 | 13 | 0.99 | 4 | -13
Cn1c(NCc2ccccc2Cl)nc2ccccc21 | -92 | 0.85 | 7 | -11
Cn1c(=O)cc(SCC(=O)Nc2cccnc2)c2ccccc21 | 4 | 0.96 | 6 | 1
Cc1ccc(CS(=O)(=O)CCC(=O)NCc2cccs2)cc1 | 49 | 0.95 | 9 | 12
O=C(CSc1nc2c(sc3ccccc32)c(=O)n1CCO)NCC1CCCO1 (configuration not stated) | -17 | 1.1 | 15 | -11
CCOC(=O)C(C(=O)OCC)C(C)C#CCN1CCCCC1 (configuration not stated) | -16 | 1.1 | 13 | 5
CCN1C(=O)CC(C(=O)Nc2ccc(F)cc2)SC1=Nc1ccc2c(c1)OCO2 (configuration not stated) | -10 | 1 | 10 | -3
COc1ccc2ccccc2c1C1CC(=O)N2CN(C3CCCCC3)CSC2=C1C#N (configuration not stated) | ? | 1.2 | 3 | ?
COC(=O)CSc1nnc(CNC(=O)c2ccccc2OC)n1C | 15 | 1.1 | 10 | -4

In a second layout: entries from further up.
Below each SMILES: VLA-4 antagonist | Autofluor Jurkat | Prostate diff | VLA-4 allo ag
> CCc1ccc(C2CC(c3ccc(C)cc3)n3nc(N)nc3N2)cc1 (configuration not stated)
    -6 | 1 | 7 | 5
> CCn1ncc(C2=NOC(C(=O)N3CCN(c4ccccc4)CC3)C2)c1C (configuration not stated)
    7 | 1.1 | 16 | 1
> COc1ccc(C(=O)COC(=O)CCn2nnc(-c3cccs3)n2)cc1
    -16 | 1.1 | 1 | 2

Next records.
SMILES | VLA-4 antagonist | Autofluor Jurkat | Prostate diff | VLA-4 allo ag
COc1ccc2nc(NC(=O)CN(c3ccc(C)cc3)S(=O)(=O)c3c(C)nn(C)c3C)sc2c1 | 44 | 1.1 | 4 | -11
Cn1c(=O)[nH]c(=O)c2c1nc(NC1CCCCC1)n2CC(=O)NC1CCCCC1 | -5 | 0.98 | 7 | 3
CCOC(=O)Cc1csc(NC(=O)CSc2nnc(C3CC3)n2C)n1 | -18 | 0.98 | 10 | -2
C/C(Cl)=C\CSc1nnc2n(N)c(=O)c3ccccc3n12 | -10 | 0.91 | 13 | 12
CCOC(=O)C1CCN(S(=O)(=O)c2cccc3nonc23)CC1 | -7 | 1 | 2 | 9
CCC(=O)Nc1ccc(Cl)c(NC(=O)C(C)C)c1 | 0 | 0.94 | 4 | 0
CCOc1ccc(OCC)c(NC(=O)C2CCCN(S(=O)(=O)c3c(C)n[nH]c3C)C2)c1 (configuration not stated) | 12 | 1.1 | 4 | -2
Cc1cc(C)nc(N2CCC(C(=O)NCc3cccc(C(F)(F)F)c3)CC2)n1 | -28 | 1.1 | 16 | 8
COc1ccc(OC)c(C2C3=C(CCCC3=O)Nc3c2c(=O)n(C)c(=O)n3C)c1 (configuration not stated) | -14 | 1.1 | 7 | 0

This is a subset; rates above refer to the full screens.
